# Screening results: PubChem, several laboratories
# HDAC3 inhib = inhibitors of human histone deacetylase 3; recombinant HDAC3, fluorogenic peptide/trypsin coupled, fluorescence; O15379; inhibition, % at 8.3 µM; 320,000 compounds, 0.15% hits; in the data active = inhibition above about 26%, passing the limit was not always enough; inconclusive = no clear call, values can overlap the other calls
# Target sequence (O15379 whole entry, looked up): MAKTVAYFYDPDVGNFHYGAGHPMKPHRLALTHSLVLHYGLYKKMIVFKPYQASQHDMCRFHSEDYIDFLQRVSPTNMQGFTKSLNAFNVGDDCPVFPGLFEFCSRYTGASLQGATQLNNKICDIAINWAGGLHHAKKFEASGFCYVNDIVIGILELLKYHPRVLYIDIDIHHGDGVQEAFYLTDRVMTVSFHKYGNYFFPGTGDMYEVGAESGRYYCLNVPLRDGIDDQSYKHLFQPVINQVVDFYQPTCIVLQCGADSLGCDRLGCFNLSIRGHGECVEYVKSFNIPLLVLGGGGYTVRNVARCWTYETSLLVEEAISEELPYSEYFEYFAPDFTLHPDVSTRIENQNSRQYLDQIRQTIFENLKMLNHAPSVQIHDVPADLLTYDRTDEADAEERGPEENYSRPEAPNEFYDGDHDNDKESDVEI
# aSyn UTR inh = MLPCN primary screen, SNCA 5' untranslated region; alpha-synuclein 5'UTR reporter, inhibitor activity; inhibition, % (tested at 7.5 µM); 300,000 compounds, 0.82% hits; AID 1813; in the data active = inhibition above about 60%; inconclusive = no clear call, values can overlap the other calls;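 note: H4 neuroglioblastoma cells stably carrying SNCA 5'UTR luciferase fusion; 0% = DMSO wells and 100% = positive control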
# HSF1 inh = HSF1 inhibition | activity change, negative = inhibition, % at 7.5 µM (by protocol) | NIH3T3-HGL HSE-luciferase, MG132-induced, luminescence 8 h; active compounds read low | 300,000 compounds, 0.77% hits;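 active = more than half of replicate wells show activity change below -50%, luminescence cut by over half; inconclusive = some wells, but at most half, below -50%; inactive = no replicate well below -50%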;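 note: luciferase reports HSF-1 transcriptional activity via heat shock element; 0% = median of DMSO wells and -100% = zero luminescence signal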
# HSF-1 act = increases HSF-1 driven luciferase reporter signal. NIH3T3-HGL HSF-1 luciferase reporter, MG132, 8 h; 100% = twice DMSO control signal. activation, % at 9 µM. 300,000 compounds, 1.7% hits;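 active = mean replicate activation of at least 50% with a set share of replicates each reaching 50%; inconclusive = only one of those two conditions met; inactive = mean below 50% and too few replicates reaching it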;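 note: 0% = median of the neutral control wells and 100% = twice that signal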
# AI-2 QS mod = modulators of Vibrio harveyi AI-2 quorum sensing system. 300,000 compounds, 0.4% hits. Vibrio harveyi JMH597 AI-2 luminescence/OD600 ratio, 9 h; active compounds read low; strain lacks LuxN and CqsS sensors; 0 = neutral-control median. activity change, % at 7.5 µM. AID 2094; in the data active = activity change below about -75%, passing the limit was not always enough; inconclusive = no clear call, values can overlap the other calls;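 note: luminescence divided by OD600 gain over 9 h not by final OD600 alone; inactives centre near 13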
# Platelet DG rel = modulates dense granule release in human platelets. 300,000 compounds, 0.22% hits. human platelet-rich plasma, SFLLRN dense granule ATP release, luminescence. inhibition, %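 (compounds screened at 7.5 µM in platelet-rich plasma)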;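 active = mean replicate score, as percent of positive control, at or above 50; inconclusive = mean below 50 but at least one replicate at or above 50; inactive = mean and every replicate below 50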
# IEC-6 tox = kills IEC-6 intestinal cells in KLF5 counter-screen. inhibition, % at 5 µM. 290,000 compounds, 0.78% hits. IEC-6 cytotoxicity, luminescence viability. AID 1825; in the data active = inhibition above about 22%;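 note: 0% = plate median of test compound wells and 100% = cytotoxic reference compound wells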
# KLF5 inhibitor = kruppel-like factor 5 inhibition; DLD-1 KLF5 promoter-luciferase reporter, luminescence; inhibition, % at 5 µM; 290,000 compounds, 0.23% hits; AID 1700;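 active = inhibition above a per-plate limit of that plate's mean compound inhibition plus 3 SD, cut at about 60% in these data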;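 note: 0% = DMSO wells and 100% = LY294002 at 200 µM; higher means less KLF5 promoter-driven luciferase light; inactives centre near -14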
# HIF activator = HIF pathway transcriptional activation. U2OS HRE-luciferase reporter, luminescence; normalized: DMSO 0%, desferrioxamine 100%. activation, % at 7.5 µM (by protocol). 300,000 compounds, 0.32% hits. AID 1910;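 active = mean activation of at least 10% of the iron chelator positive control signal, with at least half of replicates also reaching 10%; inconclusive = mean and replicate majority disagree about reaching 10%; inactive = mean and most replicates under 10%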
# HSP90 refold inh = HSP90 refolding inhibition in rabbit reticulocyte lysate; inhibition, % at 5.6 µM; AID 1789; luciferase refolding luminescence, 3 h; 290,000 compounds, 0.91% hits;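 active = inhibition above the screen-wide mean plus 3 SD, computed separately per campaign, cut at about 16% in these data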;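 note: 0% = DMSO wells and 100% = 60 µM geldanamycin wells; inhibitors lower the luminescence because luciferase stays unfolded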
# * hit, by the source's call; ? = inconclusive; / = no result given; & = joins results of further samples. Some of the compounds tested; count on the stated rates, not on these rows.
SMILES,HDAC3 inhib,aSyn UTR inh,HSF1 inh,HSF-1 act,AI-2 QS mod,Platelet DG rel,IEC-6 tox,KLF5 inhibitor,HIF activator,HSP90 refold inh
CCc1ccccc1N1C(=O)NC(=O)/C(=C\c2cc(C)n(C)c2C)C1=O,1,-19,-17,-4,14,9,3,-8,-0.2,0
CCCCCn1c(=O)c(C(=O)Nc2nc3ccccc3[nH]2)c(O)c2ccccc21,-6,-11,4,5,25,22,-3,-32,0.1,-6
NC(=O)CN1CC(c2ccccc2)CC1=O (stereo not given),-13,-6,-3,-11,18,3,-6,-23,-0.2,1
C=CCn1c(O)c(/C(C)=N/NC(=S)Nc2ccccc2)c(=O)[nH]c1=O,3,2,2,-15,9,3,6,-71,0.7,-7
CCCCCCN1CCN(c2ccccc2Cl)CC1,-1,19,-3,12,-2,8,7,-4,-0.1,3
CCCCCn1c(=O)c(C(=O)NCc2ccccn2)c(O)c2ccccc21,4,8,0,-11,2,4,5,16,0.9,2
CCOc1ccc(N2C(=O)NC(=O)/C(=C\c3ccc(N4CCCCC4)o3)C2=O)cc1,/,-7,-5,-20,15,1,2,-7,-0.2,-2
CC(=O)OC1(c2ccccc2)CCN(C2CCCCC2)CC1C (stereo not given),-14,-27,-9,-4,23,2,-6,-12,0.2,-2
Cc1cccc(NP(=O)(Oc2ccccc2F)Oc2ccccc2F)c1,20,-8,6,8,15,-1,-4,-12,-0.4,-1
COc1cc2c(cc1OC)-c1c(OC)c(OC)c(OC)c3ccnc(c13)C2=O,3,104*,-4,-22,12,9,15,11,0.2,-1
CN1C2CCC1CC(=NO)C2,-6,22,-1,-3,38,2,-6,-16,0.3,-1
O=c1[nH]c(Cl)ccc1CN1CCOCC1,-2,11,-1,-8,14,-1,/,/,-0.9,/
CCCCN=Cc1c(O)n(-c2c(C)cc(C)cc2C)c(=O)[nH]c1=O,0,-2,-14,-6,10,9,-1,10,-0.1,0
O=C(N/N=C/c1c(O)n(CCC2=CCCCC2)c(=S)[nH]c1=O)c1ccccc1,7,-24,5,17,57,23,-5,-57,1.0,-5
C=C(CO)CC1CC(O)[C@]2(C)OC3CC4OC5C[C@]6(C)O[C@]7(C)CCC8OC9C[C@]%10(C)OC%11C(C)=CC(=O)OC%11CC%10OC9C[C@@H](C)C8OC7CC6O[C@]5(C)C/C=C\C4OC3CC2O1 (stereo not given in full),2,10,1,/,12,-1,1,10,-0.8,2
CC1CN(c2ccc([N+](=O)[O-])c(N3CCCCC3)c2)CCN1 (stereo not given),-2,-26,1,13,13,-1,8,-17,0.0,-1
CC(=O)c1cccc(NC(=O)N2C[C@H]3C[C@@H](C2)c2cccc(=O)n2C3)c1,2,-24,0,4,20,3,4,-25,0.3,4
Cn1c(O)c(/C=C2\N=c3ccccc3=C2CCNC(=S)NC2CC2)c(=O)n(C)c1=O,6,-31,2,10,38,-8,3,10,0.3,-3
c1cncc(CNC2CCCCC2)c1,-2,6,3,-5,-2,3,0,-35,0.0,-4
Cc1nc2c(c(=O)[nH]1)C(c1ccc([N+](=O)[O-])cc1)c1c(c3ccccc3oc1=O)O2 (stereo not given),3,10,-2,9,19,2,-5,-6,-0.3,0

# Pulled one by one from above:
SMILES,HDAC3 inhib,aSyn UTR inh,HSF1 inh,HSF-1 act,AI-2 QS mod,Platelet DG rel,IEC-6 tox,KLF5 inhibitor,HIF activator,HSP90 refold inh
CC1CN(c2ccc([N+](=O)[O-])c(N3CCCCC3)c2)CCN1 (stereo not given),-2,-26,1,13,13,-1,8,-17,0.0,-1
CN1C2CCC1CC(=NO)C2,-6,22,-1,-3,38,2,-6,-16,0.3,-1
c1cncc(CNC2CCCCC2)c1,-2,6,3,-5,-2,3,0,-35,0.0,-4
O=C(N/N=C/c1c(O)n(CCC2=CCCCC2)c(=S)[nH]c1=O)c1ccccc1,7,-24,5,17,57,23,-5,-57,1.0,-5
Cn1c(O)c(/C=C2\N=c3ccccc3=C2CCNC(=S)NC2CC2)c(=O)n(C)c1=O,6,-31,2,10,38,-8,3,10,0.3,-3
C=C(CO)CC1CC(O)[C@]2(C)OC3CC4OC5C[C@]6(C)O[C@]7(C)CCC8OC9C[C@]%10(C)OC%11C(C)=CC(=O)OC%11CC%10OC9C[C@@H](C)C8OC7CC6O[C@]5(C)C/C=C\C4OC3CC2O1 (stereo not given in full),2,10,1,/,12,-1,1,10,-0.8,2
O=c1[nH]c(Cl)ccc1CN1CCOCC1,-2,11,-1,-8,14,-1,/,/,-0.9,/

# (cont.)
SMILES,HDAC3 inhib,aSyn UTR inh,HSF1 inh,HSF-1 act,AI-2 QS mod,Platelet DG rel,IEC-6 tox,KLF5 inhibitor,HIF activator,HSP90 refold inh
CNC(=O)O/N=C/c1nn(C(=O)C(C)(C)C)cc1Br,0,2,-1,19,7,-1,-4,-15,-0.5,1
CC(C)(C)P(=O)(N1CCOCC1)N1CCOCC1,-6,5,-8,-7,17,-2,-5,-2,0.1,-1
CCOP(=O)(OCC)C(NC(=O)NC)C(N)=O (stereo not given),/,5,2,27,5,2,4,5,-0.3,4
CC(C)CC(=O)NC(Oc1ccc(Cl)cc1)C(Cl)(Cl)Cl (stereo not given),6,-24,-7,0,0,0,-7,4,0.1,-1
COc1cccc(-n2c(/C=C/c3ccc(O)c(O)c3)nc3ccccc3c2=O)c1,6,16,7,42,11,-3,8,-20,-0.1,0
CC1(C)CSC(Nc2ccc(F)c(Cl)c2)=N1,5,-32,0,17,4,-2,2,-46,1.0,0
O=c1[nH]c(=O)n(CC2CCCO2)c(O)c1/C=C1\C=Nc2ccccc21 (stereo not given),13&-5,13&-26,3&-7,-13&7,15&-5,-4&-8,4&6,-1&-31,0.7&-0.4,5&4
COc1ccc(F)cc1C(=O)C1CCCN(Cc2ccc(O)cc2)C1 (stereo not given),0,2,-9,-8,16,16,4,-15,-3.0,-4
Fc1ccc(Cn2nnnc2C(c2ccc(F)cc2)N2CC=C(c3ccc(F)cc3)CC2)cc1 (stereo not given),0,-7,12,30,5,3,-8,-9,-0.1,-3
N=Cc1c(O)n(-c2cccc(Cl)c2)c(=O)[nH]c1=O,-3,13,-12,-10,22,-12,-12,-19,-0.5,1
CCc1ccc(NC(=O)CN2CC(c3ccccc3)CC2=O)cc1 (stereo not given),/,1,-3,5,-81*,-4,-1,-38,-0.9,-5
FC(F)=C(F)CCSc1ncn[nH]1,6,-22,4,14,-21,2,-3,-3,-0.7,3
CCc1ccc(-n2c(O)c(C(C)=O)c(=O)[nH]c2=O)cc1 (tested in a mixture with another compound),-2,-11,-7,11,-6,-4,-5,8,0.2,6
CCC(CC)N1CCN(Cc2nc3ccccc3c(=O)n2-c2ccc(F)cc2)CC1,-4,-13,-2,-5,7,1,3,-13,0.6,1
COC(=O)C1=C(c2ccccc2)C[C@@H]2CC[C@H]1N2C(=O)NCCO,8,10,-14,-32,-3,-3,/,/,-0.3,/
Cc1cc(C)c(Cn2c(C(=O)O)c(C=O)c3ccccc32)c(C)c1,6,8,4,-2,9,9,1,-18,-1.5,2
Cc1cccc(CCNCc2cc3cc(C)cc(C)c3[nH]c2=O)c1,1,3,-7,-8,20,-11,-1,9,-10,4
N#Cc1ccccc1NC(=O)CN1CC=C(c2ccccc2)CC1,2,-63,15,8,26,-8,-2,-22,6.2,-1
CCN(CC)CCCN=Cc1c(O)n(CCc2ccc(OC)c(OC)c2)c(=O)[nH]c1=O,1,-6,5,3,21,7,-1,-9,-0.4,-4
C=CCN(c1ccc(C(=O)N(CC)CC)cc1)S(C)(=O)=O,-12,-4,-8,-11,14,7,-2,-53,0.9,-1
COC(=O)c1c(C)n(Cc2ccco2)c2ccc(O)cc12,-6,-11,3,1,27,5,4,-1,0.4,-7
O=C(c1ccc2c(c1)N(Cc1ccccc1)CCS2)N1CCC2(CC1)OCCO2,-9,-5,8,3,8,1,1,-22,1.2,3
O=C(CN1C(=O)CN=C(c2ccccc2)c2ccccc21)NCc1ccco1,-12,13,-9,-19,-14,7,0,21,-0.5,5
Cc1ccc(N2C(=O)NC(=O)/C(=C/c3ccc(OC(=O)c4cccs4)cc3)C2=O)cc1,56*,3,5,11,20,-2,-8,-1,-0.4,0
Nc1ccc(S(=O)(=O)N2CC3CC(C2)c2cccc(=O)n2C3)cc1 (stereo not given),0,11,-5,-6,21,-13,-1,-36,/,1
CCOP(=O)(OCC)C(NC(=O)c1cccc2ccccc12)C(Cl)(Cl)Cl (stereo not given),-7,-12,2,6,9,-8,-5,-23,-0.1,-1
CCC(=NCCO)c1c(O)n(-c2ccc(Cl)cc2)c(=O)[nH]c1=O,3,1,-7,13,14,1,-2,1,-0.5,-1
O=[N+]([O-])c1ccc(C2C3C(c4ccccc4)=NC4(CCCCC4)N32)cc1 (stereo not given),-1,6,6,24,6,-2,1,-20,0.3,-2
CCN(CC)CCOC(=O)c1cc2cc(COC)ccc2o1,-5,9,1,19,10,-6,1,-7,2.3,-3
COc1ccc(OC)c(N2C(=O)NC(=O)/C(=C/c3ccc([N+](=O)[O-])s3)C2=O)c1,1,-57,2,-4,?,-5,-5,22,-0.2,1
CCCCCCN=C(C)c1c(O)n(CCCC)c(=O)[nH]c1=O,0,14,10,43,27,-4,-10,-17,-0.1,-3
CC(=NCCCN1CCCCC1)c1c(O)n(Cc2ccccc2)c(=O)[nH]c1=O,-1,-10,4,2,14,2,2,-25,0.2,0
COc1ccc(-c2cc(=NCC(=O)O)c3ccccc3o2)cc1,-330,-128,10,49,11,5,7,-137,2.3,-1
COc1ccc(N=C(C)c2c(O)n(C3CCCCC3)c(=O)[nH]c2=O)c(OC)c1,0,15,0,3,4,-6,-1,-18,-0.9,-2
Oc1cc2c(cc1CN1CCN(c3ccccc3)CC1)CCC2,-4,-8,10,40,21,12,-3,-21,-0.3,-1
CC(=O)C1C2c3ccccc3OC1(C)N=c1s/c(=C/c3cnn(C)c3)c(=O)n12 (stereo not given),10,13,-3,-4,-1,-1,0,-31,-0.4,-2
Cn1c(O)c(C=NCCN2CCOCC2)c(=O)n(C)c1=S,2,-2,-4,2,/,-5,-2,-21,-1.1,1
COc1cccc(OC)c1C(=O)NC(=S)N1C[C@H]2C[C@H](C1)c1cccc(=O)n1C2,-4,-13,-1,1,13,0,-5,-7,-0.2,-6
CC(C)CCC1(CCc2ccncc2)C(=O)NC(=O)NC1=O,2,29,15,40,-10,-3,0,-7,0.2,0
CCOc1ccc(N=Cc2c(O)n(CCc3ccc(OC)c(OC)c3)c(=O)[nH]c2=O)cc1,-3,5,0,14,4,-10,-7,-22,0.1,0
Clc1ccccc1C1NCc2ccccc2-n2cccc21 (stereo not given),-2,15,-4,-1,-7,1,-4,-3,-0.3,1
C=CCn1c(O)c(C(CC)=NCCc2ccccc2)c(=O)[nH]c1=O,0,22,9,22,4,4,0,-11,0.1,-2
CCCc1c(C)nc(-c2ccc(C)cc2)nc1OC(=O)N(C)C,-1,16,1,2,14,-4,8,11,-0.5,3
CCOC(=O)c1[nH]c(C)c(C(=O)N2CCC3(CC2)OCCO3)c1C,-7,7,-2,15,17,-12,3,-40,0.3,-4
